Compound activity deposited in PubChem BioAssay by several laboratories.
NR2E3 ag-1: activates human NR2E3 receptor. Q9Y5X4. CHO-S Gal4-NCOR/VP16-NR2E3 two-hybrid, luciferase. inhibition of corepressor binding, % at 3.98 µM. 360,000 compounds, 0.35% hits. AID 602229;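 active means inhibition above the mean of all tested compounds plus 3 SD, cut at about 70% in these data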;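 further: 0% = DMSO with NR2E3 transfected cells and 100% = cells lacking NR2E3 construct; higher means lower luciferase signal from less NR2E3 corepressor binding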
Target sequence (Q9Y5X4 whole entry, looked up, the tested form may be a part): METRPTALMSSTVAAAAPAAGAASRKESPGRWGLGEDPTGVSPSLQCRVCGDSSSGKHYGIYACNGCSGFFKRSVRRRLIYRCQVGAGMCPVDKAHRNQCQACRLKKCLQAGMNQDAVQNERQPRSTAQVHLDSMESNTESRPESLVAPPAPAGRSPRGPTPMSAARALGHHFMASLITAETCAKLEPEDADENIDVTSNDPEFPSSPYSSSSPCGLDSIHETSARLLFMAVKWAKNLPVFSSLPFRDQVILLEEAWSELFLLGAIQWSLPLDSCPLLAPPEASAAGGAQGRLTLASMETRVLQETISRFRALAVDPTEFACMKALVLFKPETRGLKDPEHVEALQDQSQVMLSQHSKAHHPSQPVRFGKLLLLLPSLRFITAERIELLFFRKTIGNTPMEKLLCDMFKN
Vif imaging: HIV Vif inhibition; HEK293T cells, Vif self-association by quenched fluorescence, imaging, 24 h; inhibition, % at 7.49 µM; 340,000 compounds, 0.35% hits; in the data active means inhibition above about 50%, passing the limit was not always enough; inconclusive means no clear call, values can overlap the other calls; inactive means below about 31%; further: some results filed as inactive read as strong as hits
NR2E3 ag-2: agonists of human nuclear receptor NR2E3; AID 2300; inhibition of corepressor binding, % at 4.78 µM; Q9Y5X4; GST-NR2E3/biotin-RetCOR TR-FRET, 1536-well; 320,000 compounds, 0.12% hits;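 active means percent inhibition above the cutoff of mean plus 3 SD of all tested compounds, set per screening campaign, cut at about 20% in these data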;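 further: 0% = DMSO wells and 100% = biotin wells as full block of FRET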
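System: GST-tagged NR2E3 plus biotinylated RetCOR corepressor; Buffer or medium: pH 7.5 Tris-based buffer; Probe or stimulus: RetCOR corepressor, biotinylated, 7 nM; Doses: compound at 4.8 µM, single dose; Schedule: 5 h incubation at 4 °C; Technique: time-resolved FRET; Evaluation: percent inhibition of TR-FRET ratio; Replication: one well per compound, singlicate testing.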
PDI inh: PDI (human) enzyme inhibition; AID 588391; PDI insulin aggregation turbidity, A650, 90 min; inhibition, % at 10 µM; 350,000 compounds, 0.052% hits;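 active means mean inhibition across replicates of 30% or more, whatever share of single replicates reach that level; inconclusive means mean inhibition below 30% while every single replicate reaches 30%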;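 further: absorbance from insulin aggregation driven by PDI reduction with DTT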
Target sequence (P07237 whole entry, looked up): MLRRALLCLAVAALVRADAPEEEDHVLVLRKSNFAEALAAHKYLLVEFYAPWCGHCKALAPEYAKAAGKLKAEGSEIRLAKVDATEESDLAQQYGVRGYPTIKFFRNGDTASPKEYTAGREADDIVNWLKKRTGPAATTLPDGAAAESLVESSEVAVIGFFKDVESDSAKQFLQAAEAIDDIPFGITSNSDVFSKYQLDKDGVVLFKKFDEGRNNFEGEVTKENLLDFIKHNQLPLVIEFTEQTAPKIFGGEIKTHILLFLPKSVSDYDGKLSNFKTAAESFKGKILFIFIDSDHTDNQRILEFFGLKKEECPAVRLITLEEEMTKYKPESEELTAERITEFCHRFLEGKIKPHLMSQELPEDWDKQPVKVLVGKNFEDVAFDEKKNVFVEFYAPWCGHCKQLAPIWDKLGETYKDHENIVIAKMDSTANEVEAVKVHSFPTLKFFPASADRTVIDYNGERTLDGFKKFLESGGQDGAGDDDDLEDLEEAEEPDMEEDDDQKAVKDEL
HIF-2a inh: HIF-2a inhibition; 360,000 compounds, 0.72% hits; AID 624352; 786-0 RCC cells HIF-2a reporter, luciferase luminescence, overnight; inhibition, % at 18.8 µM;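 active means inhibition of the luminescence signal of 40% or more relative to plate controls, in a single-dose primary screen at 18.75 µM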
CF NFkB block: inhibitors of cystic fibrosis induced NF-kB; KKLEB NF-kB-GFP reporter, PAF-induced, GFP fluorescence overnight; inhibition, % at 5 µM; 360,000 compounds, 0.86% hits; AID 588850;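 active means at least 50% inhibition at 5 µM, scaled per plate between neutral and stimulator controls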;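 further: PAF is a Pseudomonas aeruginosa culture filtrate used as stimulus; plate controls were PAF-stimulated DMSO wells for no effect and unstimulated DMSO wells for full effect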
CaV13 ICDI inh: Primary screen for inhibitors of IQ motif and Ca2+-dependent inactivation inhibitor domain binding in CACNA1D, Förster resonance energy transfer in living cells, … | HEK cells, CFP/YFP FRET ICDI-IQ, plate reader, 10 min; percent FRET-ratio fall versus neutral wells | AID 743397 | inhibition, % at 12.3 µM | 340,000 compounds, 0.098% hits;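 active means mean replicate inhibition of at least 30% and at least 1% of replicates passing that level; inconclusive means only one of the two criteria is met; inactive means neither criterion is met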;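 further: 0% = median of the neutral control wells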
KKLEB cytotox: counter-screen for CF NF-kB inhibitors: cytotoxicity | KKLEB CF airway cells viability, ATPlite luminescence, overnight; stronger effect = lower value; cells stimulated with P. aeruginosa culture filtrate | activity change (cytotoxicity), % at 5 µM | 360,000 compounds, 0.36% hits | AID 602141;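 active means corrected activity change at or below -50% at 5 µM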
Peg3 promoter: inhibitors of Peg3 promoter; inhibition, % at 20 µM; AID 588405; 360,000 compounds, 1.7% hits; HeLa PEG-Prom luciferase reporter, luminescence, overnight;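 active means inhibition of at least 50% at 20 µM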
Shn3 inh set2: Schnurri-3 reporter inhibition in Clone20 osteoblasts; Clone20 osteoblast Shn3 3'UTR firefly luciferase, 24 h; inhibition, % at 12.5 µM; 360,000 compounds, 0.52% hits;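 active means mean inhibition of at least 75% with every replicate also reaching 75%; inconclusive means mean inhibition at least 75% but some replicate below; inactive means mean inhibition below 75%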;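 further: 0% = median of neutral control wells and 100% = pilot-screen positive control compound; some compounds past the cut are filed as inactive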
MITF TRPM1 inh: MITF TRPM1 promoter inhibition in SK-MEL-5 cells. SK-MEL-5 TRPM1 promoter luciferase, 24 h. AID 488899. inhibition, % at 12.5 µM. 330,000 compounds, 0.83% hits;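 active means mean inhibition across replicates of 60% or more, whatever share of single replicates reaches that level; inconclusive means some that reach 60%, reason not given; inactive means mean inhibition across replicates below 60%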; further: values of inactives mirror those of a sister screen read the other way
Numbers without * were called inactive; ? = inconclusive; · = no result given.

nr	SMILES	Peg3 promoter	KKLEB cytotox	Shn3 inh set2	NR2E3 ag-2	MITF TRPM1 inh	CF NFkB block	HIF-2a inh	PDI inh	NR2E3 ag-1	Vif imaging	CaV13 ICDI inh
1	COc1ccc(-c2ncn(CCC#N)c2[N+](=O)[O-])cc1	-9	-1	-23	-3	6	22	-10	?	-30	-1	-6
2	COc1ccc2nc(NC(=O)C3CCN(C(=O)c4ccco4)CC3)sc2c1	-157	12	-28	0	-80	-8	-145	-14	-62	7	-4
3	O=C(CN1CCN(S(=O)(=O)c2ccc(Cl)cc2)CC1)NC1CCCC1	9	-3	0	3	11	3	-4	-1	-11	-2	-5
4	Cn1c(C(=O)NC2CCCCC2)cc2c(=O)n3ccccc3nc21	-154	10	-65	0	-78	2	-196	7	-17	-5	-5
5	COc1ccc(-c2nnc(SC(C(=O)c3c[nH]c4ccccc34)c3ccccc3)n2N)cc1OC (configuration not stated)	25	4	11	1	21	-15	2	-6	2	-21	-5
6	Cc1cc(N)n(-c2ccc([N+](=O)[O-])cc2)n1	-1	1	-1	2	10	5	-4	-9	26	12	-6
7	O=C(O)c1ccccc1-c1ccccc1C(=O)Nc1ccc2c(c1)C(O)c1ccccc1-2 (configuration not stated)	5	-1	-1	·	·	-27	21	2	-1	-6	-7
8	O=C(COC(=O)/C=C/c1cccc(Cl)c1)NC1CCCC1	-19	-14	-9	5	2	6	9	3	18	3	-5
9	O=C(N/N=C/c1ccc(F)c(F)c1)c1cc2c(s1)-c1ccccc1CC2	-7	5	5	0	-7	-8	3	6	-45	7	-1
10	Cc1cc(NS(=O)(=O)c2ccc(NC(=O)Cc3ccc([N+](=O)[O-])cc3)cc2)no1	8	4	-44	5	6	0	14	-1	-11	-1	-5
11	C[C@H](CO)N1C[C@H](C)[C@@H](CN(C)Cc2ccc3c(c2)OCO3)Oc2ccc(NS(C)(=O)=O)cc2C1=O	10	6	-9	·	-1	-17	9	1	-18	·	-12
12	CCn1nc(C)cc1C(=O)n1nc(C)c(Sc2ncccn2)c1C	9	9	-15	-2	0	-5	20	10	-20	-1	-5
13	CN(c1ccccc1)S(=O)(=O)c1cccc(NC(=O)CCNC(=O)c2ccccc2)c1	12	-1	30	-2	3	-8	-2	-7	11	-6	-3
14	CCCN(CC1CCCO1)C(=O)c1cc(COc2ccc(F)cc2F)on1 (configuration not stated)	7	9	21	-4	4	-14	10	6	-12	-5	-5
15	O=C(CSc1nnc(COc2ccccc2)n1Cc1ccco1)NCc1ccco1	5	2	5	5	0	-1	-10	-2	-13	-2	-7
16	COc1ccc(-c2sc3ccc(OC)cc3c2-c2ccc(OC)nc2)cc1	-17	-16	3	·	6	20	-10	-3	15	-8	-9
17	COc1ccc(/C(N)=N/OC(=O)c2cc(-c3ccccc3)nc3ccccc23)cc1	13	-4	16	-1	11	-4	-1	-7	-8	-4	-5
18	CCC(=O)c1ccc(OCC(=O)N2CCN(C(=O)c3ccccc3)CC2)cc1	0	4	-10	0	8	4	8	-5	-32	8	-2
19	Cc1ccc(NC2=C(C(=O)c3ccccc3)N(C)S(=O)(=O)c3ccccc32)cc1	22	0	17	-3	1	6	19	0	-13	·	-6
20	CCN1CCN(CCOc2ccccc2-c2ccccc2)CC1	-8	5	-7	4	8	9	6	-3	12	4	-7
21	Cc1cc(C(F)(F)F)nc(SCCN2CCOCC2)c1C#N	7	2	-1	1	1	-11	13	7	-33	-2	-6
22	CN1CCCC(OC(=O)c2ccccc2Br)C1 (configuration not stated)	4	8	8	-2	-3	4	3	-4	-29	-3	-19
23	CCN(CC(=O)Nc1cc(S(=O)(=O)N2CCCCC2)ccc1Cl)Cc1ccccc1	33	2	33	0	14	13	28	5	22	-21	-6
24	Cc1cccc(OCCSc2ncnc3nc[nH]c23)c1	-61	0	11	-2	-4	13	-82	-4	23	-14	-4
25	CCCNCCC(c1ccco1)c1ccccc1OC (configuration not stated)	4	-1	4	5	11	6	14	11	-13	-2	-3
26	CC(=O)Nc1cccc(OCc2cccc([N+](=O)[O-])c2)c1	-83	6	-28	·	-45	-4	-162	-4	-62	6	-9
27	CC(C)CNC(=O)c1ccccc1NC(=O)CCSc1ccccc1	13	-10	17	0	-3	-5	5	-4	-11	-18	-2
28	COC(=O)C1=C(N)Oc2cc(C)[nH]c(=O)c2C1c1ccccc1OC (configuration not stated)	-2	8	17	0	2	-5	12	7	-16	-9	-3
29	Cc1cc(C)cc(NC(=O)C2CCN(c3cnccn3)CC2)c1	4	4	2	-4	10	14	10	1	-10	3	-6
30	C=CCNC(=O)CN1CCN(C(c2ccccc2)c2ccccc2)CC1	21	-1	11	1	3	-21	24	14	-19	-7	-1
31	CS(=O)(=O)N(CC(=O)Nc1ccccc1F)C1CCCCC1	16	3	2	8	-5	1	17	-3	-10	-3	-13
32	COc1ccc(CN2CCNC(=O)C2CC(=O)NCCCC2CCCC2)c(C)c1C (configuration not stated)	-4	10	30	5	-3	-12	-8	-2	5	8	-6
33	CC(=O)N(C)c1ccc(NC(=O)c2ccccc2C(=O)O)cc1	-13	15	-5	2	7	10	7	1	-16	5	-4
34	CCNC(=S)NNC(=O)c1cc(C)nc2ccccc12	17	6	-7	-6	-7	7	16	-4	-21	-15	-3
35	CC(C)[C@H](NC(=O)c1ccccc1F)C(=O)OCCN1C(=O)c2ccccc2C1=O	5	11	10	·	5	-33	13	3	-15	-2	-7
36	CCn1c(=O)c([N+](=O)[O-])c(NCCc2ccc(OC)c(OC)c2)c2ccccc21	18	0	20	-2	0	1	21	-3	-31	2	-6
37	CC1CC(C)CN(CCCNC(=O)Cn2ncn3cccc3c2=O)C1 (configuration not stated)	9	3	-13	-7	-4	19	17	-3	-8	0	-6
38	COc1cc2sc3ccc(-c4ccc(CN5CCOCC5)cc4)cc3c(=O)c2cc1OC	99*	-20	13	·	2	-233	-184	-2	-44	-25	-5
39	Cc1ccc(C(=O)NCC(c2ccco2)N2CCc3ccccc32)cc1 (configuration not stated)	-3	-4	20	-1	8	-16	6	3	2	-7	-6
40	CC1CC(C)CN(c2ncc3c(n2)CC(c2ccc(Cl)cc2)CC3=O)C1 (configuration not stated)	25	-8	-5	5	7	7	21	3	11	0	-3
41	CN1CCN(C(=O)C[C@@H]2C[C@H]3c4cc(NC(=O)c5cccnc5)ccc4O[C@H]3[C@H](CO)O2)CC1	-2	0	-10	·	·	-2	10	-3	-35	-3	-7
42	CCN(C(=O)CSc1nnc(-c2cccs2)n1N)c1c(N)n(Cc2ccccc2)c(=O)[nH]c1=O	0	-16	81	-1	10	-12	20	-3	12	-1	-6
43	O=C(Cc1csc2ccccc12)NCC1CC1	1	8	-3	·	·	4	-19	·	-13	-3	-5
44	CC(C)Cc1nnc(NC(=O)c2cccc(S(=O)(=O)N3CCOCC3)c2)s1	9	-12	2	0	11	-6	-3	-9	0	-10	-4
45	CN1CCN(NC(=O)c2ccc(Cl)s2)CC1	-8	1	-2	3	0	-21	24	-1	8	-1	-3
46	Cc1ccc(-n2c(SCC(=O)Nc3ccc(C(=O)O)cc3)nnc2-c2ccncc2)cc1	15	-3	5	2	2	2	13	3	4	2	-2
47	NC1=NC(=O)/C(=C/c2ccc(Cl)cc2Cl)S1	-13	-5	-2	0	-8	4	4	-6	-50	-7	-3
48	COCCNc1nc(NCCCN2CCCC2=O)c2sc(-c3ccccc3)cc2n1	-12	-15	-7	·	·	-17	-29	-2	23	1	-5
49	O=C(COc1cccc(Cl)c1)Nc1ccc2c(c1)CCC2	-188	6	-8	6	-23	-6	-262	-10	11	105*	-19
50	COC(=O)c1ccccc1NC(NC(=O)c1ccco1)C(=O)c1ccccc1 (configuration not stated)	-6	0	10	4	2	12	9	12	3	-4	-8
51	O=C(Nc1ccc2c(c1)OCO2)c1ccc(Br)s1	-206	21	-30	-8	-16	2	-272	7	-79	3	-5
52	CCc1noc(C)c1C(=O)OCC(=O)NC(C)c1ccccc1 (configuration not stated)	13	12	11	1	5	-18	13	-1	-16	9	-2
53	CC(=O)N1CCCc2cc(S(=O)(=O)Nc3ccccc3C)ccc21	3	18	-6	0	6	-4	1	8	11	-5	-2
54	COc1ccccc1CNc1ncccn1	1	16	-9	-1	-2	-3	16	4	-54	5	-12

Entries of single compounds, quoted from the list:
O=C(Nc1ccc2c(c1)OCO2)c1ccc(Br)s1 as listed: Peg3 promoter: -206; KKLEB cytotox: 21; Shn3 inh set2: -30; NR2E3 ag-2: -8; MITF TRPM1 inh: -16; CF NFkB block: 2; HIF-2a inh: -272; PDI inh: 7; NR2E3 ag-1: -79; Vif imaging: 3; CaV13 ICDI inh: -5
CCc1noc(C)c1C(=O)OCC(=O)NC(C)c1ccccc1 (configuration not stated) as listed: Peg3 promoter: 13; KKLEB cytotox: 12; Shn3 inh set2: 11; NR2E3 ag-2: 1; MITF TRPM1 inh: 5; CF NFkB block: -18; HIF-2a inh: 13; PDI inh: -1; NR2E3 ag-1: -16; Vif imaging: 9; CaV13 ICDI inh: -2

Rows are unselected. About 3.3% of those tested had a hit in this group.
